Screening results (PubChem BioAssay)
FLuc inh = blocks purified firefly luciferase enzyme activity | Potency, µM (doses to about 115 µM), without a hit: top-dose activity change, negative = inhibition, hits mostly inhibitors | actives 2.5% (n = 76,000) | P08659 | purified P. pyralis luciferase, luminescence, biochemical; note: potency is the fitted concentration of half-maximal effect; nearly all actives have a fitted effect of over 65% in size
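Cell-free enzyme assay, 10nM P. pyralis luciferase, luciferin and ATP each at 10uM. Inhibition profiled over a 6-point titration, read as luminescence.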
SNCA viab count = counter-screen for SNCA expression inhibitors: cell viability; HEK-293-SNCA-luc viability, GF-AFC fluorescence, 24 h; AID 1671193; Potency, µM (series often up to 57.1 µM), for inactives: top-dose activity change, negative = cytotoxicity, usual class: cytotoxic; actives 0.12% (n = 150,000);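 note: potency is the fitted concentration of half-maximal effect; 0% = DMSO-treated cells and -100% = medium-only wells without cells; nearly all actives have a fitted effect of over 30% in size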
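Cytotoxicity counterscreen: after 24 h compound treatment of genome-edited SNCA-luciferase HEK-293 cells, live-cell protease substrate GF-AFC read by fluorescence after 30 min; activity scaled between DMSO (0%) and medium-only (-100%), curves Hill-fitted.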
NIH3T3 tox = cytotoxic compounds in NIH 3T3 cells; NIH 3T3 viability, CellTiter-Glo ATP luminescence, 48-72 h; Potency, µM (titrated, usually from 96.7 µM), inactives show at the highest dose activity change, negative = cytotoxicity, actives largely listed as inhibitors; actives 4.3% (n = 94,000); AID 1345082; note: potency is the fitted concentration of half-maximal effect; nearly all actives have a fitted effect of over 55% in size
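Luminescent ATP readout (CellTiter-Glo, 10 min RT) after 48 or 72 hr compound exposure of NIH 3T3 cells seeded at 400 cells/well in 1536-well format; quantitative HTS.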
GPT2 inh = GPT2 alanine aminotransferase inhibition. actives 0.25% (n = 100,000). Recombinant GPT2, coupled pyruvate oxidase/HRP Amplex Red fluorescence. Potency, µM (top dose mostly 57.7 µM), without a hit: at the highest dose activity change, negative = inhibition, usual class: inhibitors. Q8TD30; note: potency is the fitted concentration of half-maximal effect; nearly all actives have a fitted effect of over 60% in size; many of its hits are not listed in these tables
Target sequence (Q8TD30 whole entry, looked up): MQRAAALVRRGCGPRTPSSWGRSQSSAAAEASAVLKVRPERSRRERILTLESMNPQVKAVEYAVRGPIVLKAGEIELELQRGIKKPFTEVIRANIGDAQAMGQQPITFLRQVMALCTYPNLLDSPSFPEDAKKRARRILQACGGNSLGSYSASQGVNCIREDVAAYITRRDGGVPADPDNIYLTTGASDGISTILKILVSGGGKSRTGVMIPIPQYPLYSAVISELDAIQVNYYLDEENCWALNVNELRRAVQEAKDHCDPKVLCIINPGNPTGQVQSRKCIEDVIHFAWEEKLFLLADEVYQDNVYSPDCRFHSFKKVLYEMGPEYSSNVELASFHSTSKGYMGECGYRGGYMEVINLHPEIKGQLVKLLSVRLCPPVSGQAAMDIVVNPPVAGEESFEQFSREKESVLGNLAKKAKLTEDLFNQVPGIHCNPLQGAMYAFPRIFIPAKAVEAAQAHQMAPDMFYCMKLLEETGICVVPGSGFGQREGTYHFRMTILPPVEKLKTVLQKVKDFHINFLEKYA
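GPT2 10ng/uL, a-KG 250uM, L-Ala 2mM, HEPES pH7.5 + 0.0001% Tween; 30 min RT. Then Amplex mix (PO/HRP/ThPP), 30 min RT dark, fluorescence. AOA 50uM used as positive control.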
SNCA expr inh = SNCA gene expression inhibition; HEK-293 SNCA-luciferase knock-in, luminescence, 24 h; Potency, µM (titrated, usually from 57.2 µM), inactives show at the highest dose activity change, negative = inhibition, usual class: inhibitors; actives 0.17% (n = 140,000); AID 1671194;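 note: potency is the fitted concentration of half-maximal effect; plate controls were DMSO cells for no effect and cell-free wells for full effect; nearly all actives have a fitted effect of over 45% in size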
IP6K1 inh = blocks human inositol hexakisphosphate kinase 1; Q92551; IP6K1 kinase, ADP-Glo luminescence, 2 h; hits give low values; activity change, % (series mostly up to about 58 µM); actives 0.81% (n = 140,000); in the data active = activity change below about -25%
Target sequence (Q92551 whole entry, looked up): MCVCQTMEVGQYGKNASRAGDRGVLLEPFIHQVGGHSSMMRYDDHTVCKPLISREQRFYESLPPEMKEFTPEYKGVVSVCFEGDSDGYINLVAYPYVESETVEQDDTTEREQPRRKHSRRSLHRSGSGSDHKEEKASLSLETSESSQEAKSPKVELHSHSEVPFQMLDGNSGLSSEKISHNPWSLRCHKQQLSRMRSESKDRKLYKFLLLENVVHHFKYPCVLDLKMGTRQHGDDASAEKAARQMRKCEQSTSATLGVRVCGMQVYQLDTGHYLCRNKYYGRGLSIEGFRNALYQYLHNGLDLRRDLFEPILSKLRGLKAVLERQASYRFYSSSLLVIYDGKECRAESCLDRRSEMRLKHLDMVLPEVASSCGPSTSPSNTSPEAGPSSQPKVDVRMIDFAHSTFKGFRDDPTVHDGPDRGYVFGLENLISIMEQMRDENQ
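ADP-Glo luminescence measures ADP made by human IP6K1 during a 2 h RT reaction with ATP/IP6 (mix at 1.3 mM/130 uM); top library doses 57.5 and 19.1 uM final.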
HEK293 tox = cytotoxic compounds in HEK 293 cells. AID 1345083. HEK 293 viability, ATP luminescence (CellTiter-Glo), 48-72 h. Potency, µM (series often up to 115 µM), inactives show at the top dose activity change, negative = cytotoxicity, usual class: inhibitors. actives 6.6% (n = 94,000); note: potency is the fitted concentration of half-maximal effect; nearly all actives have a fitted effect of over 60% in size
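CellTiter-Glo luminescence (cellular ATP) was read after 48 or 72 hr of compound exposure at 37 degree Celsius. Cells were HEK 293 plated at 250 cells/well.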
* = called active by the depositor; i = inactive; ? = inconclusive; nt = not tested or not shown; & = joins results of further samples; [ ] = dose if it differs, or a comment. Unless noted, calls come from the whole dose curve; as a rule, active = well fitted curve in the direction sought with a large enough effect; inconclusive = small, poorly fitted or top-dose-only effect, or another doubt; inactive = no such curve, though single readings can be large; an effect the other way counts as inactive or inconclusive. Unless noted, % is set by controls: 0 for no effect and ±100 for the full control effect.

Screens in order: IP6K1 inh	FLuc inh	SNCA viab count	NIH3T3 tox	HEK293 tox	GPT2 inh	SNCA expr inh
NC(=O)C1=CC2C3C=CC2C(OC3=O)O1 (configuration not stated)
    21.2	nt	21.8%[87.6 µM]	nt	nt	-11.9%[88.5 µM]	nt
CCNC(=O)N1CC[C@H]2CC(=O)N([C@H](C(N)=O)C(C)C)CC[C@H]2C1
    5.6	-0.6%[172 µM]	10.1%[87.6 µM]	-1.8%[174 µM]	-12.2%[172 µM]	1.3%[88.5 µM]	12.0%[87.6 µM]
CCOc1ccc(-c2nc3cc(NC(=O)COc4cccc(C)c4)ccc3o2)cc1
    -1.6	nt	16.9%	nt	nt	nt	?
CC(=O)N1CCN(Cc2ccc(C(F)(F)F)c(F)c2)CC(O)C1 (configuration not stated)
    -10.5	-4.4%	3.2%	-12.4%	-29.4%	-5.2%	5.9%
CCOC(=O)c1ccc2c(c1)N(Cc1ccc(F)cc1Cl)C(=O)c1ccccc1S2
    -0.7	nt	1.7%	nt	nt	nt	31.5%[activator]
CC(=O)N[C@@H](CC(C)C)C(=O)N[C@@H](CCC(=O)O)C(=O)N[C@@H](CCC(=O)O)C(=O)N[C@@H](CC(=O)O)C(=O)Nc1ccc2c(C(F)(F)F)cc(=O)oc2c1
    5.7	nt	5.2%	nt	nt	1.2%	nt
O=C1NCc2ccccc2CC12CCCN2Cc1ccc(Cl)s1 (configuration not stated)
    -20.5	nt	-9.6%	?	?	-1.5%	-42.9%
Cc1ccc(CN2CCN(C3CCN(C(=O)Nc4ccccc4C(F)(F)F)CC3)C(=O)C2=O)cc1
    2.4	nt	-14.9%	nt	nt	nt	-11.0%
Cc1cc(C)n(CCC(=O)N2Cc3ccccc3OC3(CCN(C(C)C)CC3)C2)n1
    -4.8	nt	-11.0%	-8.9%	i	i	-27.1%
COc1ccc(N2CCN(C(=O)c3cc4c(=O)n(Cc5ccccc5)ccc4nc3C)CC2)cc1
    -16.7	nt	-7.0%	nt	nt	nt	?
CCN1CCC(c2nc3ccc(F)cc3c(=O)[nH]2)CC1
    -6.5&-0.7	5.9%[172 µM]	-4.5%&1.2%[87.6 µM]	i	0.8%[172 µM]	i	6.0%&6.7%[87.6 µM]
O=C(NCC1CC1)c1cc(C2CC2)nc2onc(C3CCCN3)c12 (configuration not stated)
    -1.3	nt	-5.4%	i	-3.3%	i	59.6%[activator]
O=C(NCc1ccccc1F)c1ccc2c(c1)CN(C1CCSCC1)CCO2
    14.0	0.9%	3.6%	-4.9%	?	i	-15.7%
O=c1c(S(=O)(=O)c2ccccc2)cn(Cc2cccc(F)c2)c2cc(N3CCCC3)c(F)cc12
    -2.4	nt	-1.5%	nt	nt	nt	7.7%
CCCS(=O)(=O)N1CCC(Cc2nc(-c3ccncc3)n[nH]2)C1 (configuration not stated)
    -6.4	12.0%	-0.1%	-10.3%	13.4%	i	3.8%
O=C(c1ccccc1)N1CCC(c2nc(C3CCOCC3)no2)C1 (configuration not stated)
    5.6	7.4%	0.0%	i	8.2%	-3.0%	-2.5%
CC(C)CCNC(=O)Nc1ccc2c(c1)N(Cc1ccccc1)C(=O)c1ccccc1S2
    6.2	nt	1.6%	nt	nt	nt	?
COc1ccc(F)cc1-c1cccc(C(=O)NCC(=O)NCC(F)F)c1
    22.0	nt	nt	-15.4%	-2.7%	nt	nt
COCCNC(=O)c1cccc(-n2c(C)nc3cccnc32)c1
    19.6	nt	-0.3%	nt	nt	nt	17.3%
COCCNC(=O)c1cc(C2CC2)nc2c1c(C1CCNCC1)nn2C
    -9.7	nt	3.7%	4.4%	i	i	-6.3%
O=C1c2c(-c3nc(-c4ccsc4)no3)nnn2CCN1Cc1ccccc1F
    26.0	-10.3%	9.7%[12.5 µM]	-16.3%	?	i	-7.1%
CCOC(=O)c1c(S(=O)(=O)N2CCCC(C(=O)Nc3ccc(C)cc3C)C2)c(C)n(CC)c1C (configuration not stated)
    19.7	nt	-6.8%	nt	nt	nt	-20.6%
CC(C)CCN1CCn2c(nnc2-c2cccnc2)C1
    -3.7&3.3	0.3%[172 µM]	?	1.2%&-16.9%[138 µM]	i	-1.2%[88.5 µM]	-13.8%&7.2%[87.6 µM]
CC1(c2ccccc2)N(Cc2ccccc2)C(=O)OC12CCN(Cc1ccc(C(=O)O)cc1)CC2 (configuration not stated)
    12.5	nt	-25.5%	nt	nt	1.6%	9.4%
Cc1nc(C)c(CCNS(=O)(=O)c2ccc(C)c(C)c2)s1
    17.0	nt	-6.6%	nt	nt	nt	-8.2%
CC(=O)Nc1ccc(C2(C(=O)NCc3ccc(C)o3)CCC2)cc1
    13.2	-2.2%	5.3%	4.0%	-1.8%	-1.5%	12.3%
Cn1ncc(C(=O)N2CCN(c3ccccc3F)CC2)c1C1CCN(C(=O)OC(C)(C)C)CC1
    2.3	nt	0.0%	nt	nt	nt	-0.2%
COc1ccc(C2=C(C)C(N3CCC(C(=O)Nc4ccc(F)cc4C)CC3)=NS2(=O)=O)cc1
    2.4	nt	6.7%	nt	nt	nt	-4.1%
CCOc1ccc(NC(=O)c2sc3nc4c(cc3c2N)CN(Cc2ccccc2)CC4)cc1
    0.4	nt	-2.5%	nt	nt	nt	-14.0%
COc1ccc(NC(=O)c2oc3ccccc3c2NC(=O)C23CC4CC(CC(C4)C2)C3)c(OC)c1
    -6.1	nt	5.2%	nt	nt	nt	-5.3%
COc1ccc(NC(=O)c2csnn2)cc1Cl
    1.3	nt	-11.3%	nt	nt	nt	140.1%[activator]
COc1ccc(Oc2nc3c(C)cccn3c(=O)c2/C=C(\C#N)c2nc3ccccc3[nH]2)cc1
    -3.2	nt	5.8%	nt	nt	nt	-2.9%
O=C(Cn1cc(S(=O)(=O)Cc2cccc(Cl)c2)c2ccccc21)NCCc1ccccc1
    5.6	nt	5.7%	nt	nt	nt	-20.6%
CCOC(=O)N1CCC(c2noc3nc(C4CC4)cc(C(=O)NC)c23)CC1
    -12.7	nt	nt	?	?	nt	nt
CCCCCC(=O)N[C@H]1C[C@@H](Cc2cc(COC(=O)CCCCC)on2)C1(C)C
    -0.4	-6.4%[172 µM]	-3.3%[87.6 µM]	-22.8%[174 µM]	?	1.4%[88.5 µM]	11.7%[87.6 µM]
CCOc1ccc(OCC)c(NC(=O)C2CCN(S(=O)(=O)c3c(C)noc3/C=C/c3ccccc3F)CC2)c1
    2.7	nt	9.6%	nt	nt	nt	-3.8%
COc1ccc(Nc2cc(C(=O)NCc3ccccc3)c3ccccc3n2)c(OC)c1
    22.6	nt	-12.3%	nt	nt	nt	7.0%
COc1ccc(CN2CCc3nc(C(=O)Nc4ccc(Cl)cc4)oc3CC2)cc1OC
    5.0	-1.9%	-14.5%	?	?	-10.1%	-24.3%
COCCN1CCC(N2CCN(C(=O)c3cccc(Cl)c3)CC2)C1=O (configuration not stated)
    19.7	-0.4%	-1.7%	-8.2%	-11.3%	i	-5.5%
COc1ccc(-n2cc(-c3ccccc3)c3c(Nc4ccc(OC)c(OC)c4)ncnc32)cc1
    -11.4	nt	-23.5%	nt	nt	nt	16.2%
CO[C@H]1C(=O)N(C2CCN(C(=O)c3cnccc3C)CC2)[C@H]1c1ccncc1
    5.6	3.9%	-1.0%	-4.3%	-1.1%	-5.6%	6.3%
O=C(Nc1nc2c(F)cccc2s1)c1ccc(S(=O)(=O)N2CCOCC2)cc1
    -1.5	nt	0.2%	nt	nt	nt	-1.8%
COc1ccc(CNC(=O)c2ccc3c(c2)N(Cc2ccccc2)C(=O)c2ccccc2S3(=O)=O)cc1
    -2.1	nt	6.9%	nt	nt	nt	15.0%
Cc1ccc(CSc2c(C)cnc3c2c(=O)n(C)c(=O)n3C)cc1
    -1.9	nt	-13.5%	nt	nt	nt	-10.1%
Cc1ccccc1OCC(=O)Nc1cccn2nc(-c3cccnc3)nc12
    27.6	26.4%	-1.5%	-17.7%	-37.9%	i	-3.3%
CCc1nn(-c2ccccc2)c(Oc2ccccc2OC)c1CCC(=O)NCC1CC1
    15.7	-3.3%	-18.7%	?	?	i	-27.8%
CC(C)CN(CC1CN(C(=O)c2ccc(Cl)c(Cl)c2)CCO1)C(=O)c1cccc(F)c1 (configuration not stated)
    2.8	3.9%	-4.9%	?	?	-7.7%	-19.2%
CC(C)NC(=O)c1nc2cccnc2n(C2CCCC2)c1=O
    11.0	nt	-2.9%[87.6 µM]	?	?	-12.3%[88.5 µM]	-6.4%[87.6 µM]
O=C(CC(=O)Nc1ccccc1F)Nc1ccc2nc3n(c(=O)c2c1)CCCCC3
    -13.0	nt	8.4%	nt	nt	nt	92.6%[activator]
Cc1cccc(-n2c(C)cc(C(=O)C(=O)Nc3ccccc3F)c2C)c1C
    -12.7	nt	-6.9%	nt	nt	nt	-12.2%
COc1ccc(-c2noc(-c3nc(-c4ccc5c(c4)OCO5)no3)n2)cc1
    -12.6	4.2%	5.9%	i	3.2%	i	21.5%

This is a subset; count on the stated rates, not on these rows.
